PAX8 inh HTS = inhibitors of PAX8-driven TPO luciferase reporter, primary screen, RMG-I cells, single concentration | SteadyGlo, 24 h | inhibition, % at 12.6 µM | 360,000 tested, 1.2% active | AID 652154, 2013;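 active means mean replicate inhibition at least 60% with every replicate also reaching 60%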;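 further: luciferase light reporting Pax8 driven TPO promoter activity; plate controls were median of neutral control wells for no effect and mitoxantrone controls for full effect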
FN deposit inh = inhibitors of fibronectin matrix deposition, primary screen, AH1F cells, Alexa488-fibronectin fluorescence, plate reader. AH1F fibroblasts, overnight. inhibition, % at 12.6 µM. 350,000 tested, 0.086% active;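 active means mean inhibition across replicates of 30% or more, regardless of how many single replicates reach that level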;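 further: positive control wells lacked labelled fibronectin entirely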
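Test system: AH1F fibroblast monolayer depositing Alexa488-labelled fibronectin into matrix. Input: 10000 cells per well. Technique: fluorescence, ex 485 nm, em 525 nm. Buffer or medium: DMEM plus 2% serum, read in PBS. Timing: 1 h cell adhesion before compound, then overnight fibronectin incubation. Compound: single dose, pinned. Read-out basis: inhibition from reduced deposited-fibronectin fluorescence.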
LGR2 inh = inhibitors of bursicon-induced LGR2 CRE-luciferase signal, primary screen, cell-based, HEK293, CRE-luciferase reporter, bursicon stimulation; inhibition, % at 9.99 µM; bursicon-stimulated, 4 h; Drosophila bursicon receptor LGR2 (rickets); 380,000 tested, 0.35% active;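 active means drop in luminescence signal, shown as inhibition above about 50% in the replicate tests, limit read from the data, passing the limit was not always enough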;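 further: agonist challenge used bursicon conditioned medium at about half maximal strength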
Cneo AK release = Cryptococcus neoformans cell lysis inducers, primary screen, AK release luminescence, single concentration. C. neoformans lysis, adenylate kinase release luminescence, 4 h; normalised: neutral wells 0, clomiphene wells 100. lysis activity, % at 15 µM. 360,000 tested, 0.2% active. AID 651654, 2012;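 active means mean lysis activity across replicates of at least 80%, whatever share of replicates individually reach that level; inactive means mean lysis activity below 80%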
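Material: C. neoformans cells; Schedule: 4 h static compound exposure, 37 °C, read 1 h post-reagent; Measured by: adenylate kinase release luminescence; Read-out: signal increase indicating cell lysis; Controls: Clomiphene as positive lysis control.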
PGC1a acetyl inh = inhibitors of PGC1a acetylation signal, primary screen, cell-based, U2OS, AlphaScreen, inhibitor mode | AlphaScreen anti-acetyl-lysine; with virally co-expressed GCN5 acetyltransferase | inhibition, % at 15.6 µM | 350,000 tested, 0.17% active;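 active means every replicate shows inhibition of at least 40%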;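 further: 0% = neutral control wells and 100% = positive control wells; some results beyond the cut were filed as inactive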
miR122 inh = miR-122 Renilla sensor signal increase in Huh7, primary screen, miR-122 inhibitor project, cell-based, single point, plate reader. Huh7 miR-122 Renilla luciferase sensor, 48 h; neutral wells = 0, positive control = 100. activation (reporter increase), % at 12.5 µM. 340,000 tested, 0.3% active. AID 602342, 2012;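 active means mean replicate activation score at least 90 and every replicate individually at or above 90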;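 further: higher luciferase means less miR-122 activity so hits act as miR-122 inhibitors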
EWS-Fli block = EWS/Fli-driven NR0B1 reporter inhibitors, primary screen, A673 cells, NR0B1 luciferase, luminescence, MLPCN library. viability-normalised. inhibition, % at 12.6 µM. 350,000 tested, 0.67% active. AID 651661, 2012;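 active means mean inhibition of at least 50% after viability correction, with every replicate also passing that limit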;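 further: firefly luciferase signal divided by Alamar Blue viability fluorescence both relative to DMSO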
CASP6 VEID inh = human caspase-6 inhibitors, primary screen, biochemical, VEID-R110 fluorescence, single point, set 2; purified caspase-6, Z-VEID-R110 cleavage fluorescence; inhibition, % at 12.5 µM; 350,000 tested, 0.53% active; P55212; AID 686996, 2013;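 active means mean inhibition across replicates at least about 35%, with every replicate also reaching that limit, limit read from the data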;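 further: 0% = median of neutral control wells and 100% = no fluorescence left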
Target sequence (P55212 24-179 limits assumed): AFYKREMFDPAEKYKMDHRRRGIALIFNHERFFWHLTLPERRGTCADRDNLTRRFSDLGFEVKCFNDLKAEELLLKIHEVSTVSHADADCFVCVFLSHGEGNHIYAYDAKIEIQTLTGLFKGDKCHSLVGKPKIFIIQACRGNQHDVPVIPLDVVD
Target sequence (P55212 194-293 limits assumed): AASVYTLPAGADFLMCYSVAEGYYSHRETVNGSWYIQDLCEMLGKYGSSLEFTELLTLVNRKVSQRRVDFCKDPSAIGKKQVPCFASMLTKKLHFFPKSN
Active calls of the source: *; nt = no result given; [ ] = dose if it differs, or a comment.

SMILES	PAX8 inh HTS	FN deposit inh	LGR2 inh	Cneo AK release	PGC1a acetyl inh	miR122 inh	EWS-Fli block	CASP6 VEID inh
CN1CCN(C(=O)CN(C2CCCCC2)S(=O)(=O)c2ccccc2)CC1	-13	0	-1	-1	-1	2	1	3
N#Cc1ccc(-c2ccc([C@@H]3[C@@H]4CN(S(=O)(=O)Cc5ccccc5)C[C@H]3N4)cc2)cc1	28	6	26	nt	10	nt	-8	nt
O=C(Nc1ccccc1)Nc1ncc(C(F)(F)F)cc1Cl	17	-9	-7	2	nt	-5	-6	1
COc1ccccc1C(=O)NNC(=O)c1ccc(NC(=O)C(C)C)cc1	31	-8	-2	nt	2	nt	-7	-1
Cc1ccc(C)c(S(=O)(=O)N2CCN(C(=O)c3ccc(-n4cncn4)c([N+](=O)[O-])c3)CC2)c1	-5	-2	-22	nt	nt	nt	10	5
O=C(CSc1ccc([N+](=O)[O-])cn1)Nc1ccc2c(c1)OCO2	-12	-9	-9	-3	nt	nt	nt	-2
O=[N+]([O-])c1cccc(CNCc2ccccc2)c1	-17	nt	-1	nt	nt	nt	-10	-1
CC1CCN(S(=O)(=O)c2ccc(Oc3ccc([N+](=O)[O-])cc3)cc2)CC1	nt	5	20	nt	54*	2	nt	nt
CCCNC(=O)Nc1ccc2c(c1)C(=O)N(C)C[C@H](OC)[C@@H](C)CN(Cc1ccccc1)[C@H](C)CO2	nt	-3	3	nt	-31	4[16.7 µM]	0	nt
O=S(=O)(c1ccccc1F)N1CC[C@@H]2[C@H]1c1cc(-c3ccccc3F)ccc1N[C@@H]2CO	-33	11	-1	52	1	22[16.7 µM]	13	-4
Cc1ccc(NCC(O)C(O)C(O)CO)cc1C (configuration not stated)	nt	8	nt	-2	-2	1	nt	nt
C[C@H](CO)N1C[C@H](C)[C@@H](CN(C)S(=O)(=O)c2cn(C)cn2)Oc2ccc(NC(=O)C3CC3)cc2CC1=O	-43	-1	15	2	7	6[16.7 µM]	-5	1
O=C(NNS(=O)(=O)c1ccccc1)c1cccnc1	3	-10	8	nt	-7	nt	5	-4
CNc1cc(-c2c(OC)cccc2OC)ncn1	-6	9	1	-2	6	-2	-3	nt
CCCCN(Cc1cccs1)S(=O)(=O)c1csc(C(N)=O)c1	6	4	17	-2	-9	29	-2	0
C[C@@H]1CCCCO[C@@H](CN(C)Cc2ccc(Cl)c(Cl)c2)[C@@H](C)CN([C@@H](C)CO)C(=O)c2cc(NC(=O)Nc3ccc(F)cc3)ccc2O1	57	nt	2	-6	-3	-3[16.7 µM]	9	0
O=C(COc1ccc(F)cc1F)N1CCCCCCC1	-4	7	2	4	6	-6	-3	0
Cc1c(Cl)cnc(NC(=O)COC(=O)c2ccncc2)c1Cl	-3	11	0	0	nt	nt	-1	15
Cc1ccc(S(=O)(=O)Nc2ccc3c(c2)C(=O)N(C)[C@@H]2CC[C@@H](CC(=O)O)O[C@@H]2CO3)cc1	-4	-5	7	0	-7	-4[16.7 µM]	4	0
COc1cccc(NC(=O)N2CC3(C2)[C@@H](c2ccccc2)[C@H](CO)N3C(C)=O)c1	-2	2	21	nt	6	nt	9	-1
CC(=O)Nc1ccc(S(=O)(=O)N2CCSC2c2ccccc2Cl)cc1 (configuration not stated)	nt	nt	1	-1	3	5	nt	nt
COCCNC(=O)CN(C(=O)CCC(=O)Nc1ccccn1)c1ccc(C)cc1	9	2	14	1	1	-11	-5	-7
CC1CN(C(=O)CSc2nnc(CNC(=O)c3ccc(S(=O)(=O)N(C)C)cc3)o2)CC(C)O1 (configuration not stated)	nt	-8	-6	4	nt	5	-6	-3
Cc1ccc(NC(=O)C(C)Oc2ccccc2)cc1S(=O)(=O)N1CCCCCC1 (configuration not stated)	13	-1	20	-1	-1	5	13	-1
CN1C(=O)N(C)c2ccc(C=O)c3cccc1c23	-13	3	12	nt	11	nt	13	nt
Cc1ccccc1/C=N/NC(=O)Cn1nnc(N)n1	65*	5	-3	0	2	1	-5	2
Cc1ccc(C(=O)c2ccc([N+](=O)[O-])cc2)cc1	nt	nt	-4	-4	-1	-3	nt	nt
COCCN(C(=O)c1ccccc1Oc1ccccc1)c1c(N)n(CC(C)C)c(=O)[nH]c1=O	-11	6	-7	0	nt	nt	0	2
CS(=O)(=O)N1CCN(CC(=O)NC2CCCCC2)CC1	-8	-22	nt	nt	nt	nt	6	-4
CCN(CC)CCCCN1c2ccccc2Sc2ccccc21	1	-3	-1	3	-13	-7	2	-17
Cc1ccc(C2NC(=O)CCC2[N+](=O)[O-])cc1 (configuration not stated)	1	-2	-13	nt	-8	0	-5	2
COC(=O)c1ccc(NC(=O)c2cc[n+]([O-])cc2)cc1	-7	-2	5	-2	12	-1	-9	2
O=C(OCc1ccccc1)N1CCC2CC1c1cc(-c3cc4ccccc4o3)ccc12 (configuration not stated)	6	nt	-13	-1	4	-1	-3	-3
Cc1ccc(-n2nnnc2SCC(=O)c2ccc3c(c2)NC(=O)CO3)c(C)c1	nt	4	12	0	2	nt	nt	nt
CCN=c1sc(C(=O)NCCc2ccccc2)cc(=O)n1CC	2	4	nt	-1	4	0	nt	nt
Cc1noc(C)c1C(=O)N(C)C[C@H]1OCc2ccccc2-c2c(n(C)c3ccccc23)C(=O)N([C@H](C)CO)C[C@H]1C	20	8	0	-3	-22	nt	-7	-1
Cn1c(/C=C/c2ccccc2)nc2ccccc2c1=O	-47	14	-70	-1	nt	nt	-105	3
CC1CCC(Nc2nnnn2-c2ccccc2)CC1 (configuration not stated)	nt	nt	2	1	4	4	nt	nt
Cc1cc(NC(=O)CSCC(=O)NC(C)c2ccccc2)no1 (configuration not stated)	-3	-5	-1	2	5	2	-1	-1
C[C@H]1CN([C@@H](C)CO)C(=O)c2cc(C#Cc3cccc(F)c3)cnc2O[C@H]1CN(C)Cc1ccccn1	nt	nt	nt	3	-4	-11[16.7 µM]	3	0
CCNC(=O)Nc1ccc2c(c1)C(=O)N(C)[C@@H]1CC[C@H](CC(=O)Nc3ccccc3)O[C@H]1CO2	1	-11	-7	-2	-5	-6[16.7 µM]	10	1
O=C(N=C1c2ccccc2CN1c1cccc(Cl)c1)c1cccnc1	-93	-3	-67	4	nt	nt	-78	2
Cc1ccc(C)c(SCc2nc3sc(C(=O)O)c(C)c3c(=O)[nH]2)c1	-15	2	-8	-2	-3	12	-2	2
O=[N+]([O-])c1cc(Br)c(OCc2nnc(-c3ccccc3)o2)c(Br)c1	-12	nt	-11	-1	1	-6	-6	-17
CNC[C@H]1Oc2ccc(NC(=O)c3ccncc3)cc2C(=O)N([C@@H](C)CO)C[C@@H]1C	-25	-8	5	1	-11	2[16.7 µM]	-5	9

Full records as entered above. Screens in order: PAX8 inh HTS | FN deposit inh | LGR2 inh | Cneo AK release | PGC1a acetyl inh | miR122 inh | EWS-Fli block | CASP6 VEID inh
O=S(=O)(c1ccccc1F)N1CC[C@@H]2[C@H]1c1cc(-c3ccccc3F)ccc1N[C@@H]2CO is listed with -33 | 11 | -1 | 52 | 1 | 22[16.7 µM] | 13 | -4
CCNC(=O)Nc1ccc2c(c1)C(=O)N(C)[C@@H]1CC[C@H](CC(=O)Nc3ccccc3)O[C@H]1CO2 is listed with 1 | -11 | -7 | -2 | -5 | -6[16.7 µM] | 10 | 1

Next section:
SMILES	PAX8 inh HTS	FN deposit inh	LGR2 inh	Cneo AK release	PGC1a acetyl inh	miR122 inh	EWS-Fli block	CASP6 VEID inh
CCC(=O)N1Cc2cc(C(=O)N3CCCCC3)nc(-c3cccc(-c4cccnc4)c3)c2[C@H]1CCO	-16	-23	-5	nt	-8	nt	1	0
COC(=O)CNC(=O)CSc1nnc(-c2ccc(OC)cc2)n1CC(C)C	nt	-4	-8	0	-11	4	nt	nt
CC(C(=O)NCC1CCCCC1)N(C)Cc1ccc(Cl)cc1 (configuration not stated)	3	-4	9	0	nt	9	3	3
O=S1(=O)N=C(N2CCN(c3ccc(F)cc3)CC2)c2ccccc21	nt	-13	2	3	-9	0	nt	nt
Cc1noc(C)c1NC(=O)N(C)C[C@@H]1Oc2cc(C#CCC(C)C)ccc2S(=O)(=O)N([C@H](C)CO)C[C@H]1C	9	nt	-17	-1	-5	1[16.7 µM]	12	3
O=C(NCc1cccnc1)c1cccc(Cl)c1	nt	nt	4	2	16	3	nt	nt
CSc1ccc(CN2CCC(n3nccc3NC(=O)c3ccccc3C)CC2)cc1	15	4	-21	-2	3	-9	2	-1
COCCN(C(=O)CNC(=O)c1ccco1)C(C(=O)NC1CCCC1)c1ccc(F)cc1 (configuration not stated)	18	-1	8	-8	7	-10	-2	nt
CC(C)(C)NC(=O)C(OC(=O)c1cccs1)c1ccccc1 (configuration not stated)	1	6	6	nt	nt	nt	1	-2
Cc1ccc2c(COC(=O)c3ccccc3OC(F)F)cc(=O)oc2c1	-86	1	-75	8	7	0	-7	17
Cc1onc(-c2ccccc2)c1C(=O)Nc1sc2c(c1C#N)CCC(C)C2 (configuration not stated)	nt	nt	8	-1	4	nt	14	2
CN(Cc1nc2ccccc2c(=O)[nH]1)C(=O)C1CC(=O)N(c2cccc3ccccc23)C1 (configuration not stated)	nt	-3	4	0	-1	8	0	-1
O=C(NC1CCCc2ccccc21)c1cccc(S(=O)(=O)N2CCN(c3ccccc3)CC2)c1 (configuration not stated)	-27	-12	nt	-2	1	1	nt	nt
O=C(Nc1cc(C(=O)N2CCCC2)ccc1N1CCCC1)c1ccccc1	nt	nt	17	0	4	4	nt	nt
O=C(CNC(=O)c1ccccc1F)N/N=C/c1cc(Br)ccc1OCc1ccccc1	4	-8	27	4	-14	-4	3	0

Grouped by structure, the compounds so far with fluorine.
SMILES	PAX8 inh HTS	FN deposit inh	LGR2 inh	Cneo AK release	PGC1a acetyl inh	miR122 inh	EWS-Fli block	CASP6 VEID inh
O=C(Nc1ccccc1)Nc1ncc(C(F)(F)F)cc1Cl	17	-9	-7	2	nt	-5	-6	1
O=S(=O)(c1ccccc1F)N1CC[C@@H]2[C@H]1c1cc(-c3ccccc3F)ccc1N[C@@H]2CO	-33	11	-1	52	1	22[16.7 µM]	13	-4
C[C@@H]1CCCCO[C@@H](CN(C)Cc2ccc(Cl)c(Cl)c2)[C@@H](C)CN([C@@H](C)CO)C(=O)c2cc(NC(=O)Nc3ccc(F)cc3)ccc2O1	57	nt	2	-6	-3	-3[16.7 µM]	9	0
O=C(COc1ccc(F)cc1F)N1CCCCCCC1	-4	7	2	4	6	-6	-3	0
C[C@H]1CN([C@@H](C)CO)C(=O)c2cc(C#Cc3cccc(F)c3)cnc2O[C@H]1CN(C)Cc1ccccn1	nt	nt	nt	3	-4	-11[16.7 µM]	3	0
O=S1(=O)N=C(N2CCN(c3ccc(F)cc3)CC2)c2ccccc21	nt	-13	2	3	-9	0	nt	nt
COCCN(C(=O)CNC(=O)c1ccco1)C(C(=O)NC1CCCC1)c1ccc(F)cc1 (configuration not stated)	18	-1	8	-8	7	-10	-2	nt
Cc1ccc2c(COC(=O)c3ccccc3OC(F)F)cc(=O)oc2c1	-86	1	-75	8	7	0	-7	17
O=C(CNC(=O)c1ccccc1F)N/N=C/c1cc(Br)ccc1OCc1ccccc1	4	-8	27	4	-14	-4	3	0

Source: PubChem BioAssay (Broad Institute)
